Compound activity deposited in PubChem BioAssay by several laboratories.
TNAP activation fold: stimulation of alkaline phosphatase TNAP activity – biochemical, luminescent, no phosphate acceptor, uHTS, primary screen (AID 1001); purified TNAP, luminescent activation assay, no phosphate acceptor; higher activation fold means a stronger effect; one-dose activation fold at 20 µM; EC50 in µM for titrated hits; 200,000 compounds, 0.03% hits; in the data active = activation fold from about 3, or a potency from the dose series; inactive = the rest, 99 in 100 with activation fold below about 1.6; also: many of its hits are not listed in these tables
LYP phosphatase: inhibitors of LYP phosphatase, biochemical, fluorescence intensity, uHTS (AID 1779); recombinant LYP phosphatase, fluorescence intensity; higher % means a stronger effect; one-dose inhibition, % at 11.5 µM; IC50 in µM for titrated hits; 290,000 compounds, 0.054% hits;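 also: plate controls were vehicle with enzyme for no effect and no enzyme for full effect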
M1AAP inhibition: malaria alanyl aminopeptidase activity blockers – biochemical, fluorogenic H-Leu-NHMec substrate, 1536-well (AID 1445); 220,000 compounds, 0.42% hits; inhibition, % at 30 µM, or IC50 in µM where a hit was titrated; recombinant M1AAP, H-Leu-NHMec fluorogenic kinetic assay; higher % means a stronger effect;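 active = primary inhibition above the hit cutoff, then over 50% inhibition at one or more dose response concentrations, cut at about 23% in these data, passing the limit was not always enough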;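 also: plate controls were DMSO full reaction for no effect and no enzyme background for full effect; strong numbers were not always called active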
P. falciparum M17LAP: P. falciparum M17LAP inhibitors, primary screen, biochemical, fluorogenic H-Leu-NHMec substrate, 1536-well (AID 1619). 220,000 compounds, 0.38% hits. recombinant M17LAP, H-Leu-NHMec fluorogenic kinetic assay; higher % means a stronger effect. inhibition, % at 30 µM; hits with a dose series show IC50 in µM;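 active = compound inhibiting the enzyme by more than half at any dose during confirmatory dose-response retesting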;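 also: plate controls were full reaction with DMSO carrier for no effect and no enzyme background for full effect; strong numbers were not always called active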
Yfh1-depleted yeast: mitochondrial function rescue without frataxin homolog – Friedreich's ataxia, plus single-dose screen, dose response (AID 1465); 220,000 compounds, 0.074% hits; S. cerevisiae Yfh1-off respiration, WST-1 reduction, 72 h; higher fold induction means a stronger effect; fold induction at 50 µM; hits with a dose series show EC50 in µM;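 active = fold induction of absorbance versus untreated yeast above a set limit, then at least 30% activation at any dose in follow-up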;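 also: activators that raise dye reduction in frataxin-depleted yeast; strong numbers were not always called active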
XIAP displacement: small molecules displacing peptide from XIAP – biochemical, IAP family, fluorescence polarization (AID 1018); XIAP BIR domain, fluorescence polarization peptide displacement; higher % means a stronger effect; displacement, % at 20 µM; hits with a dose series show IC50 in µM; 200,000 compounds, 0.007% hits; in the data active = displacement above about 50%; also: a part of the inactive calls stands beside numbers as strong as those of hits
WT yeast gro inh: growth inhibition of WT yeast, mitochondrial fusion screen; inhibition, % at 10 µM; 190,000 compounds, 2.1% hits; mitochondrial fusion phenotypic screen, WT strain; in the data active = inhibition above about 58%; tested in S. cerevisiae
PMI inhibitors: MPI enzyme activity inhibition – biochemical, fluorescence intensity, coupled assay, primary screen (AID 1209); purified PMI enzyme, coupled fluorescence intensity; higher % means a stronger effect; inhibition, % at 20 µM, or IC50 in µM where a hit was titrated; 190,000 compounds, 0.42% hits;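 also: plate controls were DMSO vehicle for no effect and wells lacking substrate for full effect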
human PMI inhibitors: MPI inhibition at elevated mannose 6-phosphate – biochemical, fluorescence intensity, high mannose 6-phosphate, primary screen (AID 1220); recombinant PMI enzyme, coupled fluorescence intensity; higher % means a stronger effect; inhibition, % at 20 µM; hits with a dose series show IC50 in µM; 190,000 compounds, 0.66% hits
WT yeast gro inh mutant strain: second read-out of WT yeast gro inh, no call of its own (marks repeat the call); inhibition, %; mitochondrial fusion phenotypic screen, mutant strain inhibition
An asterisk follows results filed as active; i = inactive; . = not tested or not shown; & = joins results of further samples. Rule as the data show it, unless noted: active = inhibition above about 50%; inactive = the rest. The list is partial; count on the stated rates, not on these rows.

No.	Molecule	TNAP activation fold	LYP phosphatase	M1AAP inhibition	P. falciparum M17LAP	Yfh1-depleted yeast	XIAP displacement	WT yeast gro inh	WT yeast gro inh mutant strain	PMI inhibitors	human PMI inhibitors
1	CC(=O)N1N=C(c2c(O)n(C)c(=O)n(C)c2=O)CC1c1ccccc1 (centres undefined)	.	-4%	16µM*	23%	i	.	.	.	.	.
2	Cc1cccc(C(O)(C(=O)NNC(=O)CN2CCN(C)CC2)c2cccc(C)c2)c1	2.6	-5%	4%	12%	i	-6.5%	-5	5	13%	-1%
3	CCOc1ccc(N2C(=O)NC(=O)/C(=C\c3cc(OC)c(OC)cc3[N+](=O)[O-])C2=O)cc1	1.1	-7%	5%	27%	i	0.9%	8	15	15%	42%
4	O=c1[nH]c(=S)[nH]c(O)c1N=Nc1ccc(SC(F)F)cc1	.	-2%	11%	4%	i	.	.	.	.	.
5	CC1(C)C(C(=O)NN2C(=O)c3ccccc3C2=O)C1(C)C	1.1	0%	-3%	-4%	i	-2.0%	6	1	5%	1%
6	O=C(Nc1ccc2ccccc2c1)c1nn(C23CC4CC(CC(C4)C2)C3)cc1Br	1.1	-4%	2%	1%	i	-4.3%	21	-3	3%	-2%
7	CN(C)C(=O)O/N=C(\N)COc1ccc(C(C)(C)C)cc1	.	-5%	-1%	0%	i	.	.	.	.	.
8	N#Cc1cc2c(nc1SCC(=O)Nc1cc(Cl)ccc1Cl)C1CCN2CC1	1.1	-2%	9%	11%	i	0.6%	12	3	3%	8%
9	O=c1c2ccccc2nc(Cc2ccccc2)n1-c1ccccc1O	.	-5%	6%	12%	i	.	.	.	.	.
10	CC(C)C1(C)N=C(c2nc3ccccc3cc2C(=O)O)NC1=O (centres undefined)	1.1	-11%	16%	3%	i	-0.5%	-25	-12	0%	-8%
11	CCOc1ccc([N+](=O)[O-])cc1CNCCc1ccccc1	1.1	-3%	0%	14%	i	-8.1%	-10	5	14%	16%
12	COCc1cc(OC(=O)N(C)C)nc2c1c(C)nn2C	.	-6%	1%	-3%	i	.	.	.	.	.
13	CCN1CCN(Cc2ccc(OC(F)(F)F)cc2)CC1	1.1	-11%	5%	1%	i	-7.9%	7	5	0%	-12%
14	C=CCn1c(O)c(C(C)=NC2CC2)c(=O)[nH]c1=O	1.1	-8%	-1%	-11%	i	1.5%	0	6	0%	2%
15	CCCCN1C(=N)C(CC)(CC)C(=O)NC1=O	0.8	-4%	2%	0%	i	-8.1%	16	10	-11%	-8%
16	CN1CCC2(CC1)C(C#N)=C(N)NC(S)=C2C#N	1.9&2.8	-5%&-10%	4%&7%	5%&3%	i	-4.4%&-2.8%	11&4	3&4	10%&26%	40%&36%
17	CCC(=NCc1ccco1)c1c(O)n(-c2ccc(Cl)cc2)c(=O)[nH]c1=O	.	-4%	-2%	3%	i	.	.	.	.	.
18	NC(=O)c1cn(C2OC(CO)C(O)C2O)c2ncnc(N)c12 (centres undefined)	1	-7%	-4%	2%	i	-7.0%	14	6	-5%	-2%
19	CCCn1cc(CN2CCCC(C(=O)c3cccc(OC)c3)C2)c(C)n1 (centres undefined)	1.1	-6%	-7%	3%	i	-5.8%	7	-7	9%	2%
20	COc1ccc(-n2c(O)c(C(C)=NC3CC3)c(=O)[nH]c2=O)cc1	1.1	-6%	-1%	3%	i	-5.1%	-5	-1	2%	-5%
21	Nc1cccc(N=Cc2c(O)n(Cc3ccc(F)cc3)c(=O)[nH]c2=O)c1	1	-5%	7%	-1%	i	-3.9%	-18	0	11%	36%
22	CC(=O)Nc1ccccc1C(=O)OCC(=O)c1ccccc1Cl	1.1	-1%	0%	-5%	i	-4.2%	2	7	-8%	-6%
23	O=C1NC(=O)[C@]2(Cc3ccccc3N3CCN(c4ccccc4)CC32)C(=O)N1c1ccccc1 (some centres undefined)	1.1	1%	13%	11%	i	-8.3%	19	0	-67%	-113%
24	COc1ccc(OC)c(-n2c(O)c(C=Nc3c(C)n(C)n(-c4ccccc4)c3=O)c(=O)[nH]c2=S)c1	.	-2%	12%	16%	i	.	.	.	.	.
25	COC(=O)c1ccccc1OP(=O)(c1cccc([N+](=O)[O-])c1)c1cccc([N+](=O)[O-])c1	.	-4%	3%	-10%	i	.	.	.	.	.
26	CCN(CC)S(=O)(=O)c1cc(NC(=O)C(C)N2CC=C(c3ccccc3)CC2)ccc1C (centres undefined)	1.1	4%	2%	-1%	i	-8.5%	24	-7	29%	16%
27	CNC(=O)Oc1cccc(-c2cn3cc(OC(=O)NC)ccc3n2)c1	1	-5%	9%	-6%	i	-1.5%	3	-1	20%	54%*
28	CC(=O)c1c(C)[nH]c(C(=O)N2CCC3(CC2)OCCO3)c1C	1.1	-4%	-1%	-6%	i	-2.1%	.	.	0%	-2%
29	COC(=O)c1cncn1C(C)c1ccccc1 (centres undefined)	1	-9%	2%	-7%	i	-4.2%	5	8	3%	-4%
30	CCN1C(=O)C(=Cc2ccc(N3CCOCC3)o2)C(=O)N(CC)C1=S	.	0%	5%	10%	i	.	.	.	.	.
31	Cc1nc2cc(F)ccc2n1C1CCN(Cc2nnnn2CCc2ccccc2)CC1	1	-11%	16%	8%	i	-8.0%	20	19	13%	-6%
32	C/C(=N\N1CCCCCC1)c1c(O)n(-c2ccc(Cl)cc2)c(=O)[nH]c1=O	.	-7%	2%	-3%	i	.	.	.	.	.

Some of the entries so far, field by field:
26. CCN(CC)S(=O)(=O)c1cc(NC(=O)C(C)N2CC=C(c3ccccc3)CC2)ccc1C (centres undefined)
- TNAP activation fold = 1.1
- LYP phosphatase = 4%
- M1AAP inhibition = 2%
- P. falciparum M17LAP = -1%
- Yfh1-depleted yeast = i
- XIAP displacement = -8.5%
- WT yeast gro inh = 24
- WT yeast gro inh mutant strain = -7
- PMI inhibitors = 29%
- human PMI inhibitors = 16%

27. CNC(=O)Oc1cccc(-c2cn3cc(OC(=O)NC)ccc3n2)c1
- TNAP activation fold = 1
- LYP phosphatase = -5%
- M1AAP inhibition = 9%
- P. falciparum M17LAP = -6%
- Yfh1-depleted yeast = i
- XIAP displacement = -1.5%
- WT yeast gro inh = 3
- WT yeast gro inh mutant strain = -1
- PMI inhibitors = 20%
- human PMI inhibitors = 54%*

Further records:
No.	Molecule	TNAP activation fold	LYP phosphatase	M1AAP inhibition	P. falciparum M17LAP	Yfh1-depleted yeast	XIAP displacement	WT yeast gro inh	WT yeast gro inh mutant strain	PMI inhibitors	human PMI inhibitors
33	NC(=O)c1c(NC(=O)c2ccc(S(=O)(=O)N(CCCl)CCCl)cc2)sc2c1CCCCC2	1.1	-4%	2%	3%	i	-2.6%	6	6	-36%	-60%
34	CN(C)c1ccc(/C=C/c2cc[n+](C)c3ccccc23)cc1	0.8	-10%	4%	11%	i	-7.4%	78*	75*	-8%	5%
35	Cc1ccc(-n2c(C)nc3ccccc3c2=O)c(C)c1	.	-7%	0%	-4%	i	.	.	.	.	.
36	Nc1ccc(C2(c3ccc(N)cc3)CN3CCC2CC3)cc1	1.1	-3%	11%	-3%	i	-2.5%	-3	-2	-6%	-8%
37	C#CCN1C(=O)C2(C(C#N)=C(N)OC(C)=C2C(=O)OCc2ccccc2)c2ccccc21 (centres undefined)	1.1	-8%	2%	3%	i	-3.8%	.	.	52%*	11%
38	O=C(c1cc(-c2ccccc2)on1)N1CCC2(CC1)OCCO2	1.1	-11%	1%	-6%	i	-5.1%	5	1	-2%	-1%
39	CCOc1ccc(-n2c(O)c(C=NCCN3CCNCC3)c(=O)[nH]c2=O)cc1	1	-3%	2%	13%	i	-4.9%	-2	-4	5%	0%
40	CC(N)Cc1c[nH]c2cc3c(cc12)OCCO3 (centres undefined)	1.1	0%	4%	-4%	.	2.4%	11	9	19%	16%
41	c1ccc2c(c1)[nH]c1cnccc12	1.1	-13%	8%	-145%	i	-4.4%	10	-1	-1%	3%
42	COc1ccc(OC)c(-n2c(O)c(C=Nc3c(C)n(C)n(-c4ccccc4)c3=O)c(=O)[nH]c2=O)c1	1	-2%	14%	37%	i	-2.1%	-8	-13	-3%	-4%
43	O=C(Nc1ccc(F)cc1)OC1CN2CCC1CC2 (centres undefined)	.	-5%	3%	-3%	i	.	.	.	.	.
44	CCOC(=O)C1CCN(/C=C2/C(=O)NC(=S)N(c3ccccc3F)C2=O)CC1	1	10%	7%	-45%	i	-3.3%	-13	-6	0%	-2%
45	C=Cn1c(P(=S)(N2CCOCC2)N2CCOCC2)cc2c1CCCC2	1.1	-6%	-2%	6%	i	-6.8%	5	12	14%	9%
46	O=[N+]([O-])c1ccc(C2C3C(c4ccccc4)=NC4(CCCC4)N32)cc1 (centres undefined)	1.1	-4%	-3%	-3%	i	-3.0%	7	10	13%	9%
47	O=C1NC(=O)C(CCc2ccncc2)(CCc2ccncc2)C(=O)N1C1CCCCC1	1	-9%	-7%	12%	i	-7.0%	-9	-1	1%	13%
48	O=C(c1ccc(Cl)cc1)C1CCCN(Cc2ccon2)C1 (centres undefined)	1	-5%	16%	-1%	i	-1.2%	-3	1	11%	4%
49	Oc1c(Br)cc(Br)cc1CN1CCN(Cc2ccccc2)CC1	1	-3%	5%	-5%	i	-2.0%	13	-38	0%	-4%
50	CN1CCc2nc3ccc(F)cc3c(C(N)=O)c2C1	1.1	-2%	-1%	1%	i	-2.0%	42	12	4%	4%

Reformatted: 4 of the compounds above
#48 O=C(c1ccc(Cl)cc1)C1CCCN(Cc2ccon2)C1 (centres undefined)
  TNAP activation fold: 1	LYP phosphatase: -5%	M1AAP inhibition: 16%	P. falciparum M17LAP: -1%	Yfh1-depleted yeast: i	XIAP displacement: -1.2%	WT yeast gro inh: -3	WT yeast gro inh mutant strain: 1	PMI inhibitors: 11%	human PMI inhibitors: 4%
#46 O=[N+]([O-])c1ccc(C2C3C(c4ccccc4)=NC4(CCCC4)N32)cc1 (centres undefined)
  TNAP activation fold: 1.1	LYP phosphatase: -4%	M1AAP inhibition: -3%	P. falciparum M17LAP: -3%	Yfh1-depleted yeast: i	XIAP displacement: -3.0%	WT yeast gro inh: 7	WT yeast gro inh mutant strain: 10	PMI inhibitors: 13%	human PMI inhibitors: 9%
#44 CCOC(=O)C1CCN(/C=C2/C(=O)NC(=S)N(c3ccccc3F)C2=O)CC1
  TNAP activation fold: 1	LYP phosphatase: 10%	M1AAP inhibition: 7%	P. falciparum M17LAP: -45%	Yfh1-depleted yeast: i	XIAP displacement: -3.3%	WT yeast gro inh: -13	WT yeast gro inh mutant strain: -6	PMI inhibitors: 0%	human PMI inhibitors: -2%
#50 CN1CCc2nc3ccc(F)cc3c(C(N)=O)c2C1
  TNAP activation fold: 1.1	LYP phosphatase: -2%	M1AAP inhibition: -1%	P. falciparum M17LAP: 1%	Yfh1-depleted yeast: i	XIAP displacement: -2.0%	WT yeast gro inh: 42	WT yeast gro inh mutant strain: 12	PMI inhibitors: 4%	human PMI inhibitors: 4%
